# Assay outcomes as filed in PubChem BioAssay.
# MLLE-PAM2 inh = blocks PAM2 peptide binding to the PABP1 MLLE domain; P11940; GST-MLLE / FITC-PAM2 fluorescence polarization; inhibition, % at 20 µM; 0.36% of 360,000 active; in the data active = inhibition above about 35%, passing the limit was not always enough;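 also: plate controls were DMSO wells with GST-MLLE for no effect and wells lacking GST-MLLE protein for full effect; some results filed as inactive read as strong as hits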
# Tb MetRS inh = Trypanosoma brucei MetRS inhibition; AID 624268; inhibition, % at 11.9 µM; purified T. brucei MetRS, ATP depletion, Kinase-Glo luminescence; 0.4% of 360,000 active;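 active = inhibition above a per-plate cutoff of the control wells' mean inhibition plus 3 SD, cut at about 5.5% in these data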;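 also: 0% = DMSO wells median and 100% = median of wells with control inhibitor compound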
#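 Measured by: Kinase-Glo luciferase luminescence reporting remaining unconsumed ATP. Material: purified T. brucei MetRS enzyme. Doses: 11.9 µM compound single dose, 0.9% DMSO. Medium: HEPES buffer containing pyrophosphatase, BSA, spermine, DTT. Times: 15 min preincubation, 2 h reaction, all 25 °C. Reagent: methionine, ATP and bulk E. coli tRNA.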
# MsrA inhibitor = inhibits bovine methionine sulfoxide reductase A; purified bovine MsrA, absorbance read-out; inhibition, % at 15.5 µM; 0.75% of 360,000 active; AID 651718; in the data active = inhibition above about 4.5%;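 also: 0% = vehicle wells with enzyme and 100% = reference inhibitor wells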
# MT1-MMP act inh = MT1-MMP (human) activation inhibition. HT1080 RFP-PRO-GFP cells, GFP/RFP ratio fluorescence, overnight; percent of plate control window, DMSO zero. P50281. GFP/RFP ratio change, % at 20 µM. AID 651647. 0.061% of 360,000 active;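 active = GFP/RFP ratio change of at least 30% with cell ATP level not reduced by more than half and red fluorescence within 50% of control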; also: strong numbers were not always called active
#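 Material: RFP-PRO-GFP reporter HT1080 cells. Dosing: single-point 20 µM compound, 1% DMSO. Controls: DMSO and RFP-L50D-GFP cell wells. Timing: cells overnight before dosing, compound overnight, 37 °C, 5% CO2. Measure: GFP/RFP fluorescence ratio.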
# NRP1-CendR mod = alters CendR peptide binding to human NRP-1. FAM-RPARPAR peptide binding to NRP-1, fluorescence polarization. O14786. 0.85% of 360,000 active. inhibition, % at 25 µM;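 active = inhibition or corrected inhibition above about 18%, plus a signal ratio from 0.5 to 1.5, limit read from the data, passing the limit was not always enough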; also: strong numbers were not always called active
# MsrA act = activators of bovine methionine sulfoxide reductase A. purified bovine MsrA, absorbance read-out. activation, % at 10.6 µM. 0.3% of 360,000 active; in the data active = activation above about 7.5%;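 also: 0% = vehicle and 100% = reference activator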
# FAS-TE inh = FAS thioesterase (human) inhibition; P49327; recombinant FAS-TE, OMFH fluorogenic substrate, fluorescence endpoint; inhibition, % at 15 µM; 0.67% of 360,000 active;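 active = compounds whose normalised, plate-corrected inhibition of enzyme fluorescence in the single-dose primary screen is 50% or more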;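 also: 0% = DMSO with enzyme and 100% = substrate without enzyme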
# E coli Lon inh = inhibits E. coli Lon protease. purified E. coli Lon protease, fluorescence polarization. 0.42% of 360,000 active. AID 602123. inhibition, % at 7.94 µM; in the data active = inhibition above about 13%, passing the limit was not always enough;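 also: 0% = enzyme with probe and DMSO and 100% = no enzyme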
# Target sequence (P0A9M0 whole entry, looked up): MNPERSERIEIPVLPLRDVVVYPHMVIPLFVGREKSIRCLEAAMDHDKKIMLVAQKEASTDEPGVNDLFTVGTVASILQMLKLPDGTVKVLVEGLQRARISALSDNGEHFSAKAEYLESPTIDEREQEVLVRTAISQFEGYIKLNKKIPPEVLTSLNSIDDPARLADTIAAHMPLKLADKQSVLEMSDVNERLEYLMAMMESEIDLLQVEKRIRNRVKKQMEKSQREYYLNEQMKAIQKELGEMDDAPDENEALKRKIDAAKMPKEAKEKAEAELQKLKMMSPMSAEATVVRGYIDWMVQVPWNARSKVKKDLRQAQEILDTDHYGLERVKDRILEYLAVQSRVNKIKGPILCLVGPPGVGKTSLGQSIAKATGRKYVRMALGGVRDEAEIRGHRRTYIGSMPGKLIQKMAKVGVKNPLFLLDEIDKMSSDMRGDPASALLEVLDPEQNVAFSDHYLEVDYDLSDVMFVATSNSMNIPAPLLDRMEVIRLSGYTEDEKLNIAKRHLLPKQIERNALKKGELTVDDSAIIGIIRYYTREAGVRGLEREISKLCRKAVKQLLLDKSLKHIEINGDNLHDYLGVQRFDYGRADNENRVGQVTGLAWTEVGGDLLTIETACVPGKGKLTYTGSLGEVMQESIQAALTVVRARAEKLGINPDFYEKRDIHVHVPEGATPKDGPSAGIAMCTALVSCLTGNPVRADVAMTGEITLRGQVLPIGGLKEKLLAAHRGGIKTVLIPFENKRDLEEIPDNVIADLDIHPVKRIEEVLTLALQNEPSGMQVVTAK
# SKN-1 block = inhibitors of C. elegans SKN-1. C. elegans VP596 Pgst-4::GFP/RFP ratio, acrylamide-induced, 24 h. 0.49% of 360,000 active. inhibition, % at 21.8 µM;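 active = interference check ratio from 0.5 to 1.5 plus GFP to RFP signal ratio inhibition reaching or exceeding a fixed threshold, cut at about 30% in these data, passing the limit was not always enough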; also: some compounds called inactive have numbers as strong as hits
# * = called active by the depositor; . = not tested or not shown.
SMILES,MLLE-PAM2 inh,Tb MetRS inh,MsrA inhibitor,MT1-MMP act inh,NRP1-CendR mod,MsrA act,FAS-TE inh,E coli Lon inh,SKN-1 block
Cc1ccc(N(C(=O)CNC(=O)c2ccco2)C(C(=O)NCC2CCCO2)c2ccccc2)c(C)c1 (stereo not given),-3,-0.2,-0.1,-2,0,2,0,4,0
O=C1Cc2cc(S(=O)(=O)NCc3ccccc3Cl)cc3c2N1CCC3,2,0.6,-0.8,2,0,-1,0,3,17
O=C(NC(Cc1ccccc1)C(=O)O)/C(=C\c1ccco1)NC(=O)c1ccccc1 (stereo not given),7,-0.4,1.2,-4,-73,-3,-8,-2,5
O=Cc1c(NCCc2cccc(F)c2)c2ccccc2[nH]c1=O,0,-0.7,1.6,-3,0,-7,6,3,14
O=C(CN1CCCCC1)N/N=C/c1ccccc1Br,-1,0.6,0.3,2,-5,-4,-2,2,-3
CC(C)(C)CC(=O)Nc1nnc(SCC(=O)Nc2ccccc2F)s1,8,-0.5,-0.2,4,-5,-4,-5,13,1
COc1ccc(N(CC(=O)NCc2ccc(F)cc2)C(=O)c2snc(C(N)=O)c2N)cc1,-2,0.4,0.8,1,8,-3,19,0,-7
CN(C1CCS(=O)(=O)C1)S(=O)(=O)c1ccc(N2CCCC2=O)cc1 (stereo not given),0,0.0,-0.1,6,9,-1,-8,-1,10
COc1cc(OC)cc(C2=Cc3ccc(OC)cc3C(CC(C)=O)N2c2ccc(-c3cccs3)cc2)c1 (stereo not given),.,-0.5,1.6,8,6,-2,23,-5,-1
CC(=O)NCCOc1nc(N2CCCCC2)nc(N2CCCCC2)n1,-3,-0.3,-1.2,5,-10,-1,-1,-9,2
O=C(C1CCC1)N1CCc2cc(S(=O)(=O)NCc3ccco3)ccc21,4,-0.2,1.2,4,3,-2,2,-1,-2
CCCCn1c(CNC(=O)CC)nc2ccccc21,-7,1.1,0.1,-1,-5,-4,-6,-4,-2
OC1(C#CCCN2CCCCC2)c2ccccc2-c2ccccc21,11,-0.1,0.2,-6,-6,-4,-3,2,-2
COC(=O)Nc1nnc(/C=C/c2ccccc2)s1,3,-0.4,3.5,0,1,-4,-11,-21,-1
Cc1cnc(NC(=O)Cc2ccccc2F)s1,-2,-0.2,-1.2,-7,8,-2,-4,-2,26
Nc1nc(-c2ccccc2)c(N=Nc2ccccc2Cl)s1,7,0.1,0.4,42*,-7,-6,25,-76,49*
COc1ccc(C(=O)NC2CCCc3c2cnn3-c2cc(F)cc(F)c2)c(OC)n1 (stereo not given),-6,-0.5,0.2,-3,1,-1,15,3,-4
CCCCOCCCNC(=O)C[C@@H]1C[C@@]2(C(=O)OC)CCCCC=C2N(Cc2ccccc2)C1=O,.,-0.8,-0.3,3,18,-3,-1,-10,18
O=C(NCc1ccco1)C(c1ccco1)N(CCc1ccccc1)C(=O)Cn1nnc2ccccc21 (stereo not given),-6,-0.7,1.1,1,-5,-6,10,-6,7
CCOc1ccc2ccccc2c1/C=N\NC(=O)c1ccc([N+](=O)[O-])cc1,9,-1.2,0.4,6,-12,-8,2,2,-3
C[C@H]1Oc2ccccc2C(=O)C1C(=O)c1ccccc1 (stereo not given in full),9,-0.3,1.5,4,3,-8,4,4,-6
CC1(C)CC(=O)c2c(O)cc(OCC(=O)Nc3ccc(S(N)(=O)=O)cc3)cc2O1,1,-0.9,0.4,-2,-10,-3,-1,-4,-1
COc1ccc(-c2nc(C#N)c(N3CC(C)OC(C)C3)o2)cc1OC (stereo not given),0,-0.6,0.2,2,9,0,-4,-14,4
Cc1cc(C)c(NC(=O)C2CCCN(S(=O)(=O)c3c(C)noc3/C=C/N(C)C)C2)c(C)c1 (stereo not given),7,0.1,1.1,0,-2,-1,0,-62,5
NC(=O)c1ccc(NC(=O)COC(=O)CCSc2ccccc2)cc1,-8,0.6,-0.7,1,9,-9,-5,3,0
# Next records
SMILES,MLLE-PAM2 inh,Tb MetRS inh,MsrA inhibitor,MT1-MMP act inh,NRP1-CendR mod,MsrA act,FAS-TE inh,E coli Lon inh,SKN-1 block
O=C(NCc1ccc2[nH]c3c(c2c1)CCCC3)c1ccc(S(=O)(=O)N2CCCCC2)cc1,-11,0.0,0.1,-7,2,-9,6,3,1
S=C(NC1CCCCC1)NC1CC2C=CC1C2 (stereo not given),-58,0.2,0.4,-2,-2,-4,4,2,11
C=CCNC(=O)C(=O)Nc1cc2c3c(c1)CCC(=O)N3CCC2,-1,-0.3,2.4,4,-2,-4,-3,-3,13
CC1(C)CN=C(N(C(=O)Nc2ccccc2)c2ccccc2F)S1,10,-0.3,-0.8,2,4,3,11,0,15
COc1ccc(CN2C(=O)C(CC(C)C)Nc3ncnc(N4CCOCC4)c32)cc1 (stereo not given),-2,0.6,0.0,1,-7,0,-2,-5,6
CCN(CC(=O)NCc1ccc(Cl)cc1)C(=O)c1ccc(S(=O)(=O)N(C)C)cc1,2,0.3,-0.3,1,3,-1,0,2,-5
COc1cccc(-c2ccc(-c3noc(-c4ccccc4F)n3)c(OC)n2)c1,-4,-0.6,-0.1,-3,-8,-3,25,-6,-27
CCN(CC)S(=O)(=O)c1ccc(OC)c(NC(=O)CC2CCCC2)c1,-15,-0.1,-0.8,0,5,-1,-2,1,2
CCOc1ccc(CCNC(=O)CCc2nc3ccccc3[nH]2)cc1OCC,-12,3.4,-0.2,-3,10,-2,-5,-3,-9
CC(CN1CCOCC1)OC(=O)CCc1ccccc1 (stereo not given),-4,0.0,0.5,1,4,-2,-7,4,6
C/C(=N/OC(=O)c1cccc(Cl)c1)c1nccs1,8,-0.7,1.2,-1,-3,0,-1,8,8
Cc1cc(Cl)ccc1Oc1ncc(CN2CCN(c3ccccc3)CC2)s1,-1,-0.2,-0.2,0,-1,-3,20,5,-15
COc1ccc(-n2cnnc2SCC(=O)c2cc(C)n(Cc3cccs3)c2C)cc1,11,-0.4,0.2,-2,-2,-8,-30,1,-1
CC(NCc1cccn1C)c1ccccc1 (stereo not given),7,0.3,2.7,4,2,-3,-9,0,16
CC(C)(C)c1nc2ccccc2c2nnc(SCC(=O)Nc3nc4ccccc4s3)n12,-20,0.0,1.2,-8,9,0,21,5,4
Cc1cc(=O)oc2c3c(cc(OCC(=O)NC(Cc4ccc(Cl)cc4)C(=O)O)c12)OC(C)(C)CC3 (stereo not given),-3,-0.3,0.9,-2,-4,-2,3,21,12
CCN(CC(=O)Nc1c(F)cccc1F)C(=O)CSCC(=O)Nc1cc(C)on1,10,-0.6,0.1,0,6,-2,-6,0,9
COc1ccc(CCNc2cc(C)nc(N)n2)cc1OC,-3,-0.8,0.2,1,0,-2,0,-3,4
CCN(CC)c1ccc(-n2cc3c(=O)n(C)c(=O)n(C)c3c2)cc1,0,-1.4,2.2,-4,2,-3,-1,-2,8
O=C(CSc1ccc(-c2ccccn2)nn1)NCc1ccc(Cl)cc1,-5,-1.3,2.2,0,5,-10,-1,2,-19
Cc1ccc(C)c(C(=O)OCC(=O)N(C)c2ccccc2)c1,-3,-0.5,0.8,-2,-3,-2,3,4,1
CCC1CCC2(CC1)NC(=O)N(CC(=O)c1c(C)[nH]c3ccccc13)C2=O (stereo not given),-7,0.4,1.9,-13,-10,-1,11,-11,13
CC(=O)/C(=C/N(C)C)C(=O)Nc1ccc(Cl)cc1Cl,11,-1.0,1.3,-5,-8,-5,-3,-8,7
COc1ccc(CC(N)c2csc(NC(=O)Nc3ccc(C(C)C)cc3)n2)cc1 (stereo not given),6,-0.2,-0.8,-4,-13,-2,-30,0,18
O=C1C(=O)N(Cc2ccco2)C(c2cccc(Cl)c2)/C1=C(\O)c1ccc2c(c1)OCCO2 (stereo not given),5,-0.4,2.1,-8,-17,1,-4,7,9
# Further structures:
SMILES,MLLE-PAM2 inh,Tb MetRS inh,MsrA inhibitor,MT1-MMP act inh,NRP1-CendR mod,MsrA act,FAS-TE inh,E coli Lon inh,SKN-1 block
CC(=O)Nc1c(OC(C)=O)ccc2c(C)cc(=O)oc12,-3,0.1,0.2,-1,-7,-2,-6,7,-1
CCOc1ccccc1-n1c(=S)sc2c(=O)n(-c3ccccc3)c(=S)[nH]c21,27,-0.6,0.1,-4,7,-6,22,1,2
CCS(=O)(=O)N1N=C(c2cccs2)CC1c1cc2cc(C)ccc2nc1Cl (stereo not given),-40,-0.3,-1.1,-29,-52,-2,33,-9,-3
CC1(C)N=C(N)N=C(N)N1c1cccc(CN)c1,5,-1.0,0.5,3,4,-8,-10,-1,-14
Cc1ccc(NS(=O)(=O)c2c(C)[nH]c(C)c2C(=O)N2CCCC2)cc1,19,-1.1,0.5,-1,11,-10,-6,1,-3
CCS(=O)(=O)C1=NN2C(=N)/C(=C\c3ccc(OC(=O)c4ccco4)cc3)C(=O)N=C2S1,-25,-0.1,0.5,-4,-41,-10,6,-10,8
CC1CC(C)CN(S(=O)(=O)c2cc3c4c(c2)CCC(=O)N4CCC3)C1 (stereo not given),-12,-0.7,0.4,8,-1,-2,-14,-3,-12
O=C(CCc1nc2ccccc2c(=O)[nH]1)Nc1nc(-c2cccs2)cs1,20,-0.3,0.7,1,-12,-3,-5,-19,2
CCOC(=O)N1CCN(C(c2ccc(Cl)cc2)c2sc3nc(C)nn3c2O)CC1 (stereo not given),14,-0.8,0.1,0,11,-6,4,2,1
O=C(O)c1ccc(Cl)c(NC(=O)C2CCN(S(=O)(=O)c3cccs3)CC2)c1,0,-0.6,0.2,6,13,-8,-5,-10,-5
CN1/C(=C\C(=O)COC(=O)C2COc3ccccc3O2)C(C)(C)c2ccccc21 (stereo not given),0,-0.4,.,2,-8,-3,17,-4,18
COc1ccc(C(C)(O)c2nc(-c3cccs3)cs2)cc1 (stereo not given),4,-0.2,-0.6,3,-11,-2,7,-1,0
O=C(CCCCn1c(=O)[nH]c2ccsc2c1=O)NCc1ccc2c(c1)OCO2,-12,3.1,-0.9,-1,-2,-1,-5,7,14
CC(C)c1cc(N2CCC(=O)NC2=O)cc(C(=O)O)c1O,9,-0.4,-0.6,1,2,2,-7,-3,4
Cc1nnc(N2C(=O)C(O)=C(C(=O)c3ccco3)C2c2cccc([N+](=O)[O-])c2)s1 (stereo not given),0,-0.7,3.3,.,-12,-3,-2,8,0
COc1ccc(N(CC(=O)Nc2cccc(C(F)(F)F)c2)S(=O)(=O)c2c(C)[nH]c(=O)[nH]c2=O)cc1,3,-0.6,-0.2,0,5,-3,-5,-6,1
COc1ccc(-c2nc(CN3CCC(C(=O)NCC4CCCO4)CC3)c(C)o2)cc1OC (stereo not given),-1,-0.1,0.2,1,0,-3,-8,0,4
CCOC(=O)c1sc(=NC(=O)COc2ccc(Cl)cc2)n(C)c1C,6,-1.0,-0.6,-2,-2,-1,1,-2,7

# Four entries from above, with bars between the fields:
compound | MLLE-PAM2 inh | Tb MetRS inh | MsrA inhibitor | MT1-MMP act inh | NRP1-CendR mod | MsrA act | FAS-TE inh | E coli Lon inh | SKN-1 block
CC1CC(C)CN(S(=O)(=O)c2cc3c4c(c2)CCC(=O)N4CCC3)C1 (stereo not given) | -12 | -0.7 | 0.4 | 8 | -1 | -2 | -14 | -3 | -12
NC(=O)c1ccc(NC(=O)COC(=O)CCSc2ccccc2)cc1 | -8 | 0.6 | -0.7 | 1 | 9 | -9 | -5 | 3 | 0
O=C(NCc1ccco1)C(c1ccco1)N(CCc1ccccc1)C(=O)Cn1nnc2ccccc21 (stereo not given) | -6 | -0.7 | 1.1 | 1 | -5 | -6 | 10 | -6 | 7
Nc1nc(-c2ccccc2)c(N=Nc2ccccc2Cl)s1 | 7 | 0.1 | 0.4 | 42* | -7 | -6 | 25 | -76 | 49*
